POLH inh: inhibitors of human DNA polymerase eta; Q9Y253; hit rate 1.2% among 390,000; recombinant Pol eta, fluorescent DNA replication assay; AID 588591; Potency, µM (highest dose often 114 µM), for inactives: top-dose activity change, negative = inhibition, hits mostly inhibitors; note: % is set by controls: 0 for no effect and ±100 for the full control effect
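Pol eta at 10 nM preincubated with compounds 15 min at room temperature; reaction started with fluorescent substrate (50 nM final) and read kinetically at 0 and 10 min.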
G9a inh: G9a (human) methyltransferase inhibition | Q96KQ7 | G9a H3K9 monomethylation, AlphaScreen, 2 h | Potency, µM (titrated, usually from 102 µM), for the others: at the highest dose activity, negative = inhibition, hits mostly inhibitors | hit rate 8.8% among 350,000; note: % is set by controls: 0 for no effect and ±100 for the full control effect; nearly all actives have a fitted effect of over 75% in size
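Using a bead-based AlphaScreen, monomethylated H3K9 product from 2 h room-temperature reactions (G9a 20 nM, peptide 500 nM, SAM 20 uM) was detected with 0.5 ug/mL rabbit anti-H3K9me1 antibody.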
APE1 inh: blocks human APE1 abasic DNA cleavage. recombinant APE1, TAMRA/BHQ-2 abasic DNA cleavage fluorescence. Potency, µM (top dose mostly 65.8 µM), for the others: at the top dose activity change, negative = inhibition, most hits filed as inhibitors. AID 2517. hit rate 0.35% among 350,000;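 note: plate controls were vehicle for no effect and reference inhibitor for full effect; nearly all actives have a fitted effect of over 55% in size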
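Kinetic fluorescence read (525 ex/598 em nm, three reads 60 s apart) of AP-site incision; signal = third minus first read. Enzyme 0.75 nM, dual-labelled THF duplex 50 nM, compound preincubation 15 min RT.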
BLM inh: Bloom syndrome helicase (human) inhibition; AID 2528; hit rate 0.2% among 350,000; recombinant BLM DNA unwinding, fluorescence dequenching; P54132; Potency, µM (highest dose often 56.1 µM), for inactives: at the highest dose activity change, negative = inhibition, usual class: inhibitors;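 note: plate controls were vehicle for no effect and no enzyme for full effect; nearly all actives have a fitted effect of over 35% in size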
Target sequence (P54132 whole entry, looked up): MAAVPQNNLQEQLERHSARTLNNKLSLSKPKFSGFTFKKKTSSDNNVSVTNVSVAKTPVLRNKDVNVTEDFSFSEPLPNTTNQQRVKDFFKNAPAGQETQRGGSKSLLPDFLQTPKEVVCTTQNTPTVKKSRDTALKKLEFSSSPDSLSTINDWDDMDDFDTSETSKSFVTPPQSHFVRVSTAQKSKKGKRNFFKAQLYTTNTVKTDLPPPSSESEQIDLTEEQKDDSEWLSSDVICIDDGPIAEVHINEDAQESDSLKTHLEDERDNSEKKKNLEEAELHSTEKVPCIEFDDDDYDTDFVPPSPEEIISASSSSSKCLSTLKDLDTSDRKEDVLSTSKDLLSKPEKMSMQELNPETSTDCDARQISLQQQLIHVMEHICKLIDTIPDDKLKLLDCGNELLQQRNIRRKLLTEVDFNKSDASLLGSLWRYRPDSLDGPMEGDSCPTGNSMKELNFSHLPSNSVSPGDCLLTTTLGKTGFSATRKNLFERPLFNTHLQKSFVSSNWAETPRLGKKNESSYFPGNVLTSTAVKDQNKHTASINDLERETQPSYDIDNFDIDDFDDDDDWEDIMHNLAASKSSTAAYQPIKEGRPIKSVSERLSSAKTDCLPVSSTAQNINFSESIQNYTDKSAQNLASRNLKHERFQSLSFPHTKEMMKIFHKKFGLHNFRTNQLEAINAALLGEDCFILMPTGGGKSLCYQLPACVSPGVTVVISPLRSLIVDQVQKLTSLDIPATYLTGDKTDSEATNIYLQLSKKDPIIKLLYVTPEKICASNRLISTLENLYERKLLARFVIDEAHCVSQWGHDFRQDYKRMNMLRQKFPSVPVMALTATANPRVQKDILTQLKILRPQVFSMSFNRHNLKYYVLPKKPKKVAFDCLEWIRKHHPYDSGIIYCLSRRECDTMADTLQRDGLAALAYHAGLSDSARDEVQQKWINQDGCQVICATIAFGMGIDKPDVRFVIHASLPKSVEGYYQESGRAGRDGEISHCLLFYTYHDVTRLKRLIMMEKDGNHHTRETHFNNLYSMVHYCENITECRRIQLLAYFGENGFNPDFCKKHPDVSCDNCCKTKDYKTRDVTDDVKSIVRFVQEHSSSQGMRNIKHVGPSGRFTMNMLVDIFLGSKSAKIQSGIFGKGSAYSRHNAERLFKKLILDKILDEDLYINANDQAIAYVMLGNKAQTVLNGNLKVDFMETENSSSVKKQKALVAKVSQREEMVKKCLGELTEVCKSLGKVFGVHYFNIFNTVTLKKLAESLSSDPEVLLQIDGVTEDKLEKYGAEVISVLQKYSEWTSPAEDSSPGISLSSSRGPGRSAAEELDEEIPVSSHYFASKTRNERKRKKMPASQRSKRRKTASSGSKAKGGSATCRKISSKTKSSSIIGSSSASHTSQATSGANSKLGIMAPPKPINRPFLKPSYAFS
JMJD2A Tudor: blocks the human JMJD2A Tudor domain | O75164 | AlphaScreen JMJD2A-Tudor / H3K4me3 peptide binding | Potency, µM (highest dose often 114 µM), for the others: at the top dose activity change, negative = inhibition, usual class: inhibitors | hit rate 4.4% among 390,000 | AID 504339; note: % is set by controls: 0 for no effect and ±100 for the full control effect; nearly all actives have a fitted effect of over 50% in size
POLB inh: blocks human DNA polymerase beta activity. Pol beta primer extension/strand displacement, fluorescence kinetic. Potency, µM (titrated, usually from 114 µM), inactives show at the top dose activity change, negative = inhibition, most hits filed as inhibitors. hit rate 1.3% among 340,000; note: % is set by controls: 0 for no effect and ±100 for the full control effect
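Enzyme-only controls used 10 nM Pol beta; buffer lacking enzyme served as negative control. Compound preincubated 15 min, then 50 nM substrate added; 0 and 10 min reads at room temperature.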
BAZ2B block: blocks human BAZ2B; Q9UIF8; AlphaScreen BAZ2B-H3K14Ac peptide displacement; Potency, µM (titrated, usually from 114 µM), for the others: at the highest dose activity change, negative = inhibition, most hits filed as inhibitors; hit rate 4.4% among 360,000; AID 504333; note: % is set by controls: 0 for no effect and ±100 for the full control effect; nearly all actives have a fitted effect of over 60% in size
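Protein-peptide AlphaScreen: BAZ2B 50 nM, b-H3K14Ac 50 nM, 1x PBS pH 7.4 + 0.01% Tween-20. Preincubation 30 min RT; cpd 30 min RT (top 110 uM); beads 20 min RT, light-protected.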
POLK inh: blocks human DNA polymerase kappa activity. Q9UBT6. purified Pol kappa, fluorescent DNA synthesis assay, 10 min. Potency, µM (highest dose often 107 µM), for inactives: top-dose activity, negative = inhibition, hits mostly inhibitors. hit rate 0.53% among 400,000. AID 588579; note: % is set by controls: 0 for no effect and ±100 for the full control effect
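Enzyme at 10 nM met test compounds for 15 min at room temperature. Substrate addition (50 nM final) began the reaction, which was monitored by fluorescence at 0 and 10 min.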
Pol iota inh: blocks human DNA polymerase iota activity; Q9UNA4; Pol iota fluorescent replication assay, 10 min; Potency, µM (doses to about 115 µM), for the others: at the top dose activity, negative = inhibition, actives largely listed as inhibitors; hit rate 1% among 390,000
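Pol iota at 10 nM preincubated 15 min with compounds at room temperature; reaction started with fluorescent substrate, 50 nM final. Fluorescence read kinetically at 0 and 10 min; buffer-only wells as negative control.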
* marks the source's active call; other numbers are inactive results; u = inconclusive; x = no result given; & = joins results of further samples; [ ] = remark or other dose. Calls come from the whole dose curve; as a rule, active = well fitted curve in the direction sought with a large enough effect; inconclusive = small, poorly fitted or top-dose-only effect, or another doubt; inactive = no such curve, though single readings can be large; an effect the other way counts as inactive or inconclusive. Potency is the fitted concentration of half-maximal effect.

SMILES | POLH inh | G9a inh | APE1 inh | BLM inh | JMJD2A Tudor | POLB inh | BAZ2B block | POLK inh | Pol iota inh
COc1ccc(-c2csc(NC(=O)c3ccc(OCC(=O)N4CCOCC4)c(OC)c3)n2)cc1 | -27% | u | 12% | -11% | -25% | 1% | u | -15% | 121%[activator]
C=CCNc1oc(-c2cccs2)nc1S(=O)(=O)c1ccccc1 | -20% | 24%[12.7 µM] | -5% | -12% | -8% | 0% | -30% | -1% | 148%[activator]
Cc1ccc(NC(=O)c2ccc(Cl)c(S(=O)(=O)N3CCc4ccccc43)c2)nc1 | -4% | x | x | x | -19% | x | x | -4% | u
CN(C)c1nc(NCc2ccccc2)nc(SCC(N)=O)n1 | -20% | 10% | 65%[activator] | -4% | u | 36% | -30% | -5% | 119%[activator]
Cc1cccnc1NC(=O)CNC(=O)c1sc2ccccc2c1Cl | -15% | 19%[12.7 µM] | 48%[activator] | x | -2% | x | -14% | 12% | 13%
CCCCCCC(=O)N1C/C=C\C(c2ccc(OC)cc2)N(Cc2ccc(F)cc2)C(=O)C1 (stereo not given) | -23% | 1%[59 µM] | -4%&2% | -15%&-11% | -15%&-2% | 0% | 18% | 6%&1% | -20%&28%
CCOc1ccc(N/C(C)=C/C(=O)c2ccc(C)o2)cc1 | -8% | 50µM* | 4% | -1% | 3% | -1% | u | -5% | -2%
Cc1ccc(NC(=O)CN(C)C(=O)COC(=O)[C@@H](NC(=O)c2ccccc2F)C(C)C)cc1 | -13% | x | 40% | x | -1% | x | x | 11% | 16%
O=C(COc1ccc(F)cc1)NCC(c1ccc(Cl)cc1)N1CCCCC1 (stereo not given) | -25% | -7%[59 µM] | x | -3% | -15% | 12% | -1% | -15% | 11%
O=C(O)c1ccc(OCCCCCCOC2CCCCO2)cc1 (stereo not given) | -12% | 13% | 7% | -2% | u | -3% | -2% | 8% | 10%

Ordered by SMILES length (smallest number first): part of the list above.
SMILES | POLH inh | G9a inh | APE1 inh | BLM inh | JMJD2A Tudor | POLB inh | BAZ2B block | POLK inh | Pol iota inh
CN(C)c1nc(NCc2ccccc2)nc(SCC(N)=O)n1 | -20% | 10% | 65%[activator] | -4% | u | 36% | -30% | -5% | 119%[activator]
COc1ccc(-c2csc(NC(=O)c3ccc(OCC(=O)N4CCOCC4)c(OC)c3)n2)cc1 | -27% | u | 12% | -11% | -25% | 1% | u | -15% | 121%[activator]
Cc1ccc(NC(=O)CN(C)C(=O)COC(=O)[C@@H](NC(=O)c2ccccc2F)C(C)C)cc1 | -13% | x | 40% | x | -1% | x | x | 11% | 16%

Quoted at random: three entries already listed.
SMILES | POLH inh | G9a inh | APE1 inh | BLM inh | JMJD2A Tudor | POLB inh | BAZ2B block | POLK inh | Pol iota inh
CN(C)c1nc(NCc2ccccc2)nc(SCC(N)=O)n1 | -20% | 10% | 65%[activator] | -4% | u | 36% | -30% | -5% | 119%[activator]
CCCCCCC(=O)N1C/C=C\C(c2ccc(OC)cc2)N(Cc2ccc(F)cc2)C(=O)C1 (stereo not given) | -23% | 1%[59 µM] | -4%&2% | -15%&-11% | -15%&-2% | 0% | 18% | 6%&1% | -20%&28%
O=C(COc1ccc(F)cc1)NCC(c1ccc(Cl)cc1)N1CCCCC1 (stereo not given) | -25% | -7%[59 µM] | x | -3% | -15% | 12% | -1% | -15% | 11%

(listing goes on)
SMILES | POLH inh | G9a inh | APE1 inh | BLM inh | JMJD2A Tudor | POLB inh | BAZ2B block | POLK inh | Pol iota inh
CC1CCCN(C(=O)CCc2nnc(-c3ccc4c(c3)OCO4)o2)C1 (stereo not given) | -12% | 18% | 2% | -1% | -7% | 10% | -2% | -14% | 38%[activator]
CCC(=O)Nc1cccc(NC(=S)NC(=O)c2ccccc2)c1 | -5% | u | 5% | 1% | -6% | -4% | -5% | 2% | 11%
N#Cc1cc2c([nH]c1=S)CCCC2 | -12% | 1.4µM* | 0% | -6% | 3.5µM* | 0% | 32µM* | -18% | u
C/C(=N\Nc1cccc(C(=O)O)c1)c1ccc2c(c1)Nc1ccccc1S2 | 20µM* | 3.2µM* | -4% | -3% | 56µM* | u | 45µM* | u | u
CC(NC(=O)/C(=C/c1ccc(OC(F)F)cc1)c1ccccc1)c1ccccc1 (stereo not given) | -18% | 6% | -1% | -12% | 14% | -21% | 15% | -21% | 20%
O=C(c1ccccn1)N1CCCC(N2CCN(c3cccc(C(F)(F)F)c3)CC2)C1 (stereo not given) | -13% | x | -5% | -1% | -21% | 14% | -17% | 12% | 18%
N#C/C(=C\c1ccccc1O)C(=O)Nc1cccnc1 | u | x | -3% | -3% | -10% | 3% | -1% | -26% | 89µM*
CC(C)N1C(=O)S/C(=C/c2ccc3c(c2)n(C)c(=O)n3C)C1=O | u | 6%[59 µM] | -5% | -2% | -22% | 6% | 12% | -4% | 1%
Cc1c(NC(=O)CSc2nnnn2C)c(=O)n(-c2ccccc2)n1C | -19% | 35%[activator] | -1% | -3% | 12% | 4% | -4%[57.1 µM] | -10% | -1%
Cc1cc(C)c(C#N)c(Nc2ccccc2Cl)n1 | -8% | 15%[12.7 µM] | -3% | -4% | 1%[11.4 µM] | 3% | -3% | -21% | -4%
CC(C)c1ccc(NC(=O)Cn2nnc(C(=O)NCc3ccco3)c2N)cc1 | -1% | -5%[59 µM] | 8% | -8% | -23% | u | -20% | -8% | u
CS(=O)(=O)c1ccc(Cl)c(NC(=O)C2CC(=O)N(c3ccc4c(c3)OCCO4)C2)c1 (stereo not given) | -8% | 21% | 38% | -2% | -10% | -23% | -14% | -2% | -4%
COC(=O)[C@]1(C)N[C@H](CN(C)C(=O)C2CCCCC2)[C@@H]2C(=O)N(Cc3ccccc3)C(=O)[C@@H]21 | -16% | x | 17% | x | -14% | x | x | 4% | 17%
O=S(=O)(CCN1CCOCC1)c1ccccc1 | -6% | 7% | 3% | -4% | -12% | 92% | 1% | -15% | -10%
COc1cc(OC)c(NC(=O)CN(C)S(=O)(=O)c2ccc(-c3ccc(=O)[nH]n3)s2)cc1Cl | -10% | x | -8% | -18% | 8% | u | -23% | -16% | -3%
O=C(c1ccc(N2CCOCC2)cc1)N1CCCC(Nc2ccccc2)C1 (stereo not given) | -27% | -1% | 0% | 2% | u | -2% | -9% | -14% | 29%
COCCNc1nnc(SCC(=O)Nc2cc(C)on2)s1 | -5% | 50%[12.7 µM] | 36% | x | -5% | x | 1% | -3% | 8%
O=C1N[C@@H](Cc2ccccc2)C(=O)N2[C@@H]3N(S(=O)(=O)c4ccc(F)cc4)c4ccccc4[C@]3(Br)C[C@@H]12 | -10% | x | x | x | -33% | x | x | -10% | -4%
OC(CNCC1CCCCC1)COc1ccccc1 (stereo not given) | -20% | 18% | -7% | -12% | -1% | 47% | 10% | -5% | 17%
O=C(CN1C(=O)COc2ccc(S(=O)(=O)N3CCOCC3)cc21)N1CCN(c2cccc(C(F)(F)F)c2)CC1 | -21% | -3%[59 µM] | x | -7% | -24% | -1% | -14% | -6% | 27%
Cc1cc(S(=O)(=O)N2CCCC2)ccc1OCC(=O)Nc1ccccc1 | -4% | 29% | 7% | -1% | -9% | 0% | -3% | -5% | 46%[activator]
CCOC(=O)N1CCN(C(=O)c2cc(S(=O)(=O)N3CCc4ccccc43)ccc2OC)CC1 | -17% | 9% | -14% | x | 0% | x | -8% | 1% | 36%[activator]
CC1CCc2sc(C(=O)NN=C3CCC(c4ccccc4)CC3)cc2C1 (stereo not given) | -14% | 7%[59 µM] | 1% | -2% | u | 4% | 45%[activator] | -3% | 3%
COc1ccc(N2CCN(Cc3cc(=O)oc4cc5c(cc34)CCCC5)CC2)cc1 | -20% | 8%[59 µM] | -2% | 0% | -9% | 14% | 5% | 4% | 28%
COc1cccc(CNC(=O)COC(=O)c2c(NC(C)=O)sc(C)c2C)c1 | -18% | x | 26% | x | -14% | x | x | -17% | 18%
C=CCNc1nc(NCc2ccco2)nc(OCC)n1 | -17% | 1%[12.7 µM] | 12% | -9% | -1% | 30% | -37% | -5% | -11%
Cc1cc(-c2nnc3n2N=C(c2ccccc2Br)CS3)n[nH]1 | -9% | x | 14% | 2% | -12% | 0% | -9% | -6% | 74%[activator]
CCN(CC(=O)Nc1ccccc1-c1ccccc1)Cc1nc2ccccc2c(=O)[nH]1 | -9% | u | 12% | 0% | -14% | 29% | -5% | -3% | 7%
CC1CCC(N2CC(=O)N(C3CCCCC3)C(c3ccc(Cl)cc3)C2=O)CC1 (stereo not given) | -10% | -41%[59 µM] | x | -4% | -20% | 13% | -4% | -1%[60.1 µM] | 21%
CC1CC(C)(C)CC2(C1)NC(=O)N(CC(=O)Nc1cc(C(F)(F)F)ccc1N1CCCCC1)C2=O (stereo not given) | -16% | x | x | x | -17% | x | x | -13% | 18%
COc1ccccc1NC(=O)CCN1CCC(C(N)=O)CC1 | -3% | 14%[59 µM] | x | 1% | -6% | -2% | 5% | 5% | 2%
Nc1ccn(CC(=O)NCCc2ccccn2)c(=O)n1 | -6% | 4%[0.501 µM] | -2% | x | -8% | x | -9% | -12% | 0%
O=C(O)CN1C(=O)/C(=C\c2cccc(OCc3ccc(Cl)cc3Cl)c2)SC1=S | 79µM* | x | -23% | -25% | 50µM* | 0% | 79µM* | -9% | u
CC(=O)Nc1nc2c(C)c(Cl)ccc2s1 | -6% | 19% | 2% | -4% | -28% | u | -2% | -6% | -2%
O=C(OCn1nnc2ccccc2c1=O)c1cn(-c2ccccc2)nc1-c1cccnc1 | -15% | 2%[59 µM] | 1% | 0% | -18%[11.4 µM] | -2% | -6% | -5% | u
Cc1cccc2nc(Cn3c(=O)n(CCCC(=O)NCc4ccco4)c(=O)c4ccccc43)cc(=O)n12 | u | u | -7% | -14% | -30% | 22µM* | 11% | 0% | u

Screening data deposited in PubChem BioAssay by National Center for Advancing Translational Sciences (NCATS).

Not all compounds are listed. The share of hits here may be higher or lower than overall.
